# MEKK2mut PB1 HTS: signal of MEK5 binding to mutant human MEKK2 PB1 domain | actives 0.35% (n = 290,000) | bead flow cytometry, Alexa488-MEK5 binding to MEKK2 mutant | percent response, % at 10 µM | AID 1530; in the data active = percent response above about 24%, passing the limit was not always enough; note: inactives centre near 1; some results filed as inactive read as strong as hits; reference of the scale not given here
# MEKK2 WT-MEK5: raises or lowers MEK5 binding to wildtype human MEKK2 PB1 domain; actives 1.1% (n = 290,000); bead flow cytometry, Alexa488-MEK5 binding to MEKK2 WT; actives lie on both sides; binding response (% of control), % at 10 µM; Q9Y2U5; in the data active = binding response below about 67% or above about 130%
# NALP1 inh: blocks the NALP1 inflammasome reconstituted in yeast; S. cerevisiae NALP1/ASC/caspase-1 growth, X-gal OD620, 72 h; inhibition, % at 10 µM; actives 0.61% (n = 280,000); AID 2071; in the data active = inhibition mostly above about 24%, no sharp cut-off; inactive = mostly below about 32%; note: some compounds called inactive have numbers as strong as hits
# V1aR counter: activates human V1a receptor in oxytocin agonist counter-screen. P37288. CHO-V1R cells, Fluo-8 calcium fluorescence, agonist mode; 0% DMSO, 100% 3 nM vasopressin. activation, % at 3 µM. actives 0.25% (n = 320,000). AID 2797;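 active = activation above the mean activation of all tested compounds plus 3 SD, per screening run, cut at about 20% in these data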;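 note: signal is peak over basal fluorescence ratio across a 100 second FLIPR read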
# Target sequence (P37288 whole entry, looked up): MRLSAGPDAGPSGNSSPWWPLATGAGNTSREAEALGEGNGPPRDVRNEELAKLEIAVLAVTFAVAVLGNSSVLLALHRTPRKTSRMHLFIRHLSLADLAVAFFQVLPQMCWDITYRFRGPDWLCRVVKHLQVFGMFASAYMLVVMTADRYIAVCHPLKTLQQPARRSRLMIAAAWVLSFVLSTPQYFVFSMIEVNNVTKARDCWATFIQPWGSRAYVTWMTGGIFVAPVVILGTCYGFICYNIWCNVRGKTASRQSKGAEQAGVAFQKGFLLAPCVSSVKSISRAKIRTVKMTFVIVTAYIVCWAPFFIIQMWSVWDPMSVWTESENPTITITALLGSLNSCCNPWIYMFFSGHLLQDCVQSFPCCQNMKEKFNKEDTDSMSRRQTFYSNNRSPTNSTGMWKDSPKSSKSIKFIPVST
# OXTR agonist: agonists of human oxytocin receptor; activation, % at 3 µM; CHO-OTR cells, Fluo-8 calcium fluorescence; normalized: DMSO 0%, oxytocin 100%; actives 0.32% (n = 320,000);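 active = activation above the mean of all tested compounds plus 3 SD, cutoff set per screening run, cut at about 20% in these data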;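 note: peak over basal fluorescence ratio from a 100 s FLIPR kinetic read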
# Target sequence (P30559 whole entry, looked up): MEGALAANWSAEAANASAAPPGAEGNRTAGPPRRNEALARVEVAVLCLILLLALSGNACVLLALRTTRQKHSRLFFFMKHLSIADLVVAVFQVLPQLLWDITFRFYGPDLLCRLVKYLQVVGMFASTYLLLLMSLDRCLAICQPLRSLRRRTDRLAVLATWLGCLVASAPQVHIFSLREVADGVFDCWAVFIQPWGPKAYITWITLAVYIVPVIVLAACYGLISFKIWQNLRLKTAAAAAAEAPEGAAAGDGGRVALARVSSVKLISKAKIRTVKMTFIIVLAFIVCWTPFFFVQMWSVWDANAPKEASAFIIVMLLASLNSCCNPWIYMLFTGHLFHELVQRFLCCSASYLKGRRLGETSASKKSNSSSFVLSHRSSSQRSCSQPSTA
# GalR3 antag: human GalR3 antagonism; actives 0.44% (n = 360,000); AID 651719; HEK293 GalR3-CNG cAMP membrane potential fluorescence; galR3 body fused to GalR1 C-terminus; inhibition, % at 3 µM;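 active = inhibition above the screen-wide average plus 3 SD, cut at about 13% in these data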;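 note: forskolin and galanin both at EC90 stimulate the cells; cAMP rise reported by CNG channel membrane potential dye signal; 0% = forskolin plus galanin with DMSO and 100% = forskolin alone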
# Target sequence (O60755 1-299 limits assumed): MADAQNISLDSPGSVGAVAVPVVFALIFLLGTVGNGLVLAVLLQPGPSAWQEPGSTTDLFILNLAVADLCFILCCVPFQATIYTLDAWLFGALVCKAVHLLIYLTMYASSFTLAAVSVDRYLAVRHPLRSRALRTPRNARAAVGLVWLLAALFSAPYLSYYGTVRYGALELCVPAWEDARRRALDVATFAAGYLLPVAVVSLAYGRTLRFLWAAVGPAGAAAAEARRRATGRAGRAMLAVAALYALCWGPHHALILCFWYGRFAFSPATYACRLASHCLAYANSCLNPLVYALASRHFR
# PHOSPHO1 inh: inhibitors of human PHOSPHO1 phosphatase; inhibition, % at 13.3 µM; recombinant PHOSPHO1, absorbance phosphatase assay; Q8TCT1; AID 1565; actives 1.1% (n = 290,000); in the data active = inhibition above about 60%
# GPR7 antag: blocks human GPR7 receptor signaling; GPR7-expressing cells, fluorescence antagonist assay; inhibition, % at 4.4 µM; actives 1.1% (n = 290,000); AID 1861; in the data active = inhibition above about 16%, passing the limit was not always enough;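 note: cells stimulated with the agonist NPW; 0% = agonist with vehicle and 100% = vehicle without agonist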
# MEKK3 PB1 HTS: modulators (inhibitors or enhancers) of MEK5 binding to human MEKK3 PB1 domain | Q99759 | bead-based flow cytometry, Alexa488-MEK5 binding to MEKK3; actives lie on both sides; 0 = blocked by unlabeled MEK5, 100 = vehicle | binding response (% of control), % at 10 µM | actives 1.4% (n = 290,000) | AID 1529;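 active = binding response more than 3 SD above or below the average of its plate-row segment, actives on both sides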;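 note: Alexa488 bead fluorescence after subtracting the streptavidin-only scavenger bead signal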
# Numbers without * were called inactive; x = no result given; & = joins results of further samples; [ ] = another dose, or the depositor's remark.
SMILES,MEKK2mut PB1 HTS,MEKK2 WT-MEK5,NALP1 inh,V1aR counter,OXTR agonist,GalR3 antag,PHOSPHO1 inh,GPR7 antag,MEKK3 PB1 HTS
CN(C)S(=O)(=O)c1ccc(C(=O)NC2CCCc3ccccc32)cc1 (configuration not stated),-12,94,8,-0.8,-1.9,1,23,13,94
Cc1nn(C)cc1-c1n[nH]c(=S)n1-c1ccc(F)cc1,2,99,2,0.4,0.9,-4,-9,-3,97
CN1CCN(C(=O)c2ccccc2NC(=O)c2sc3ccccc3c2Cl)CC1,7,110,4,0.1,0.0,-8,x,-16,105
COc1cc(C)nc(N2CCC(C(N)=O)CC2)n1,4,102,8,0.1,0.2,-1,25,-8,105
CCOC(=O)C1CCN(c2cc3c(cc2NC(=O)c2ccccc2)n(C)c(=O)n3C)CC1,3,100,-4,1.1,1.3,3,43,-6,102
Cc1cccc(-c2nc3c(s2)CCc2onc(-c4ccc(Br)cc4)c2-3)c1,-9,90,-59,0.0,0.1,-7,36,-8,99
CC(C)(C)c1ccc(OCc2ccc(C(=O)N/N=C/c3ccc(O)c(O)c3)cc2)cc1,-4,86,-13,0.8,0.8,-4,-10,-6,96
CCCn1c(O)c(N=NC(=O)CNC(=O)Cc2ccc(OC)cc2)c2ccccc21,-11,97,-5,-1.1,-2.2,-2,-10,1,96
Cc1cc2c(n1-c1ccc(Br)cc1)CC(C)(C)CC2=O,2,104,-13,0.3,-1.9,-5,6,-9,106
O=C(Nc1ccc(N2CCN(C(=O)c3ccccc3)CC2)cc1)c1cccnc1,-2,101,12,1.6,2.2,-5,30,-15,100
Cc1nn(CC(=O)Nc2cccnc2)c(=O)c2ccccc12,-13,103,-7,-0.3,0.5,0,63*,5,110
NC(=O)CN1C(=O)NC(c2ccccc2)(c2ccccc2)C1=O,-4,99,13,-0.2,1.4,-8,43,-3,100
O=C(NCCc1ccccc1)c1nc2ncccn2n1,2,101,-2,-0.8,0.8,-6,5,-4,98
COc1ccc(NC(=O)CCN2CCN(c3ccc(F)cc3)CC2)cc1,1,102,13,0.3,0.0,-14,35,1,99
CCN(CC)c1nc(-c2ccc(Cl)cc2)cc(C(F)(F)F)c1C#N,-1,97,6,-0.3,0.8,-4,26,-2,100
COc1ccc(C2(C)NC(=O)N(CC(=O)Nc3ccc(-c4nc5ccc(C)cc5s4)cc3)C2=O)cc1 (configuration not stated),-1,98,-4,6.6,2.6,-4,-6,-18,101
O=C(CNC(=O)c1ccccc1Cl)NC1CCN(Cc2ccccc2)CC1,10,102,-19,0.1,0.0,-10,26,1,100
Cc1cc(=O)n(-c2ccc(O)cc2)[nH]1,0,102,8,0.6,0.1,-3,49,5,104
CC(C)COC(=O)c1cc(=O)[nH]c2ccccc12,4,104,-15,-0.9,-1.9,-4,4,-17,104
CC1CCN(CCC(=O)Nc2nccs2)CC1,-15,95,x,0.9,-0.5,3,-25,-19,92
COc1ccc(C2=NS(=O)(=O)N(C)C(C(=O)NC(C)c3ccccc3)=C2)cc1OC (configuration not stated),1,96,30,0.3,1.2,6,18,0,102
COc1ccc(NC(=O)CCS(=O)(=O)c2ccc3c(c2)oc(=O)n3C)cc1OC,3,111,-14,1.2,-0.1,-5,38,-9,106
COc1ccc(C(=O)CCN2CCN(c3ccccc3OC)CC2)cc1,-3,103,8,0.1,0.8,-8,47,-11,97
O=S(=O)(c1ccc(F)cc1)N(CCO)CC(O)Cn1c2ccccc2c2ccccc21 (configuration not stated),9,103,3,4.7,12,-6,11,9,102
CCN(Cc1cnn(C)c1)Cc1nc(C(c2ccccc2)c2ccccc2)no1,-1,98,2,-1.6,-0.3,3,40,-11,94

# Following part.
SMILES,MEKK2mut PB1 HTS,MEKK2 WT-MEK5,NALP1 inh,V1aR counter,OXTR agonist,GalR3 antag,PHOSPHO1 inh,GPR7 antag,MEKK3 PB1 HTS
CC(C)C(=O)Nc1nc(-c2ccc(S(=O)(=O)N3CCOCC3)cc2)cs1,-4,96,22,3.5,0.9,-2,-1,5,100
Cc1nnsc1C(=O)NCc1c(F)cccc1Cl,0,98,19,-0.1,-0.2,-11,33,1,97
Cc1cc(C)cc(NS(=O)(=O)c2cc(Br)cnc2N)c1,-5,96,18,-1.1,-2.0,-3,41,-15,100
CCc1sc(NS(C)(=O)=O)nc1-c1ccccc1,-1,91,6,1.1,0.4,-6,19,-2,99
COCc1nc2sc3c(c2c(=O)[nH]1)CCCC3,-3,93,19,0.6,-0.4,-12,-3,-7,92
COCCCNC(=O)C1CCN(S(=O)(=O)N(CC(C)C)CC(C)C)CC1,4,97,10,0.5,-0.8,-10,48,-9,98
CCNC(=S)NCCN1CCOCC1,-2,95,26,0.4,0.2,4,-6,1,92
CC(=O)Cc1nsc(NC(=O)c2ccc(-c3cccc(Cl)c3)o2)n1,-5,92,6,5.5,1.1,-4,13,0,93
C/C(=N\NC(=O)c1ccco1)c1ccc(-c2ccccc2)cc1,2,100,-8,1.4,0.1,-5,32,4,105
CCN1C(=O)C(CC(=O)Nc2ccc(OC)cc2)N(CCCN2CCN(c3ccc(OC)cc3)CC2)C1=S (configuration not stated),14,133,3,4.1,5.6,-2,-8,-3,102
CCCCCCCCOC(=O)c1c(CSC(=N)N)n(C)c2cc(Br)c(OC(C)=O)cc12,136*,281*,-4,10,10,-1,-33,-9,105
CC(=O)c1ccc(NC(=O)Cn2cnc(S(=O)(=O)N3CCCCC3)c2)cc1,6,105,16,-0.4,-1.0,-8,15,-15,104
COC(=O)CC[C@@H](C(=O)O)N1C(=O)c2ccccc2C1=O,4,105,10,0.5,0.4,1,4,-3,102
COC(=O)c1[nH]c2ccc(C)cc2c1NC(=O)CN1CCN(c2ccccc2)CC1,3,110,27,3.0,0.8,-2,6,-4,108
CCN(CC(=O)Nc1ccccc1OC)C(=O)c1ccc(NS(=O)(=O)c2ccc(C(C)=O)cc2)cc1,8,104,44*,0.5,0.3,0,23,-3,102
O=C(NCc1ccccn1)C1CCN(S(=O)(=O)N2CCC3(CC2)OCCO3)CC1,-2,95,28,-0.1,1.1,0,-25,7,96
Cc1nc(-c2ccccc2)cc(=O)[nH]1,-2,100,22,-0.7,0.4,-3,2,-9,93
CS(=O)(=O)Nc1ccccc1C(=O)N1CCOCC1,0,99,12,0.9,-0.4,-5,-3,-8,99
COc1ccc(CC2(CO)CCN(Cc3ccc4c(c3)CCO4)CC2)cc1,18,122,19,5.8,-0.8,-1,7,-16,104
COCCNC(=O)C(c1c[nH]c2ccccc12)N(C(=O)c1snc(C(N)=O)c1N)c1cccc(OC)c1 (configuration not stated),3,104,5,0.2,0.9,1,16,1,111
COc1ccc(CC(=O)Nc2ccc(S(=O)(=O)Nc3cc(OC)nc(OC)n3)cc2)cc1,-6,101,18,0.2,0.7,-10,-2,7,102
COCCN1CSC(=S)N(Cc2ccco2)C1,-1,103,-9,-0.3,-0.2,-5,94*,2,101
CS(=O)(=O)Nc1ccccc1C(=O)Nc1cc(Cl)cc(Cl)c1,8,108,-3,11,18,-7,7,-3,108
COCCN1C(=O)C(CC(=O)Nc2ccc(C(C)=O)cc2)SC1=Nc1ccccc1 (configuration not stated),7,111,2,4.3,3.8,-1&6,10,-4,106
CCOC(=O)c1c(CSCc2ccccc2)oc2ccc(O)c(CN(C)C)c12,18,137*,28,9.5,18,-25,4,40*,104

# 5 entries already listed, arranged by formula weight, smallest number first:
SMILES,MEKK2mut PB1 HTS,MEKK2 WT-MEK5,NALP1 inh,V1aR counter,OXTR agonist,GalR3 antag,PHOSPHO1 inh,GPR7 antag,MEKK3 PB1 HTS
CCNC(=S)NCCN1CCOCC1,-2,95,26,0.4,0.2,4,-6,1,92
COCCCNC(=O)C1CCN(S(=O)(=O)N(CC(C)C)CC(C)C)CC1,4,97,10,0.5,-0.8,-10,48,-9,98
CC(C)C(=O)Nc1nc(-c2ccc(S(=O)(=O)N3CCOCC3)cc2)cs1,-4,96,22,3.5,0.9,-2,-1,5,100
CCOC(=O)c1c(CSCc2ccccc2)oc2ccc(O)c(CN(C)C)c12,18,137*,28,9.5,18,-25,4,40*,104
COc1ccc(CC(=O)Nc2ccc(S(=O)(=O)Nc3cc(OC)nc(OC)n3)cc2)cc1,-6,101,18,0.2,0.7,-10,-2,7,102

# Next structures follow.
SMILES,MEKK2mut PB1 HTS,MEKK2 WT-MEK5,NALP1 inh,V1aR counter,OXTR agonist,GalR3 antag,PHOSPHO1 inh,GPR7 antag,MEKK3 PB1 HTS
CS(=O)(=O)N1CCC(C(=O)Nc2ccc3c(c2)OCO3)CC1,4,104,54,0.9,0.1,1,11,8,105
CC(=O)Nc1ccc(NC(=O)Cn2nc(C(=O)Nc3ccc(C)cc3)ccc2=O)cc1,7,104,9,1.1,-1.1,3,-24,-1,104
O=C(COc1ccccc1)Nc1ccccc1NS(=O)(=O)c1cccs1,0,102,21,3.2,0.8,-6,-21,-8,102
CS(=O)(=O)NC1c2cccc3cccc(c23)C1Sc1nncn1/N=C/c1ccco1 (configuration not stated),5,104,-24,1.3,-0.2,-2,5,0,102
CCOC(=O)Cc1csc(NC(=O)CSc2nc(-c3ccccc3)c(C#N)c(=O)[nH]2)n1,-4,98,-5,0.4,-1.3,0,-35,-9,105
CCOCC(=O)Nc1ccc(C)c(Cl)c1,-6,85,24,0.3,-0.1,-2,-5,-11,77*[inhibitor]
COc1ccc(S(=O)(=O)N2CCC(n3cnc4cc(C(F)(F)F)ccc43)CC2)cc1,4,107,-5,1.9,3.6,-1,12,19,126*
COc1ccc(O)c(N)c1,-8,87,8,x,x,x,-10,-4,91
Cc1cc(C)cc(NC(=O)c2ccccc2NC(=O)CCC(=O)O)c1,-1,97,17,-0.1,0.4,-5,-13,-2,100
O=C(NCc1ccccc1)C(c1ccccn1)N(C(=O)c1csnn1)c1ccccc1F (configuration not stated),13,107,9,-0.6,0.1,-8,-2,-6,102
Cc1ccc2c(c1)C(=O)CC1(CCCCCC1)O2,5,91,x,1.0,-0.6,-1,31,x,108
O=C1/C(=C/c2ccc([N+](=O)[O-])cc2)C=C(c2ccccc2)N1c1ccc(O)cc1,-3,83,17,-0.7,-0.1,-4,22,-8,97
O=C1OCC2=C1C(c1ccc(F)cc1)CC(=O)N2c1ccccc1 (configuration not stated),-8,95,-19,2.0,1.5,x,44,4,97
CCN(CC)C(=O)CSc1nnc(CSc2ncccn2)n1C,-5,97,x,0.9,0.3,-3,6,-14,99
Cc1ccc(-c2onc(C)c2C)cc1S(=O)(=O)N1CC(C)Oc2ccccc21 (configuration not stated),-4,100,10,1.3,-0.3,-7,29,4,102
COc1ccc(Cl)cc1C(=O)Nc1ccc(N(C)C(C)=O)cc1,5,104,15,0.6,3.3,-1,13,11,107
CC(=O)Nc1cccc(NC(=O)CSc2ccc(-c3ccccn3)nn2)c1,-2,93,-18,0.2,2.1,2,-29,-14,80
C=CCOC(=O)C1=C[C@H](c2cn(C(C)=O)c3ccccc23)C[C@H](OCc2ccc(CO)cc2)O1,3,104,-13,3.3,6.2,-7,5,-1,104
O=C(NCCN1CCOCC1)C1CCC(=O)N1Cc1ccc(F)cc1 (configuration not stated),8,106,1,1.1,0.6,-3,4,-4,98
Cn1nccc1C(=O)Nc1ccc(OC(=O)c2ccnn2C)cc1,0,99,-6,5.0,6.6,-2,5,7,99
COC(=O)c1ccc(S(=O)(=O)NNC(=O)c2ccc(S(=O)(=O)N3CCCCC3)cc2)cc1,-6,89,25,1.0,0.0,-9,6,-8,87
CCOc1ccc(/C=C/c2nc(C#N)c(NCCCOC)o2)cc1,3,107,9,-0.4,-1.9,-3,35,14,99
COCCC(=O)N1CCC(Oc2ccc(C(=O)NCCc3cnn(C)c3)cc2)CC1,-9,101,16,0.0,7.6,1,24,2,96
C=CCn1c(SCC(=O)NCC2CCCO2)nc2c([nH]c3ccccc32)c1=O (configuration not stated),-2,96,9,1.0,-0.5,-4,23,1,100

# Not a hit list; about 5.4% have a hit in one of these screens.
